Screens: PubChem, several laboratories
APP transl inh: inhibitors of APP translation via 5'UTR reporter, primary screen, APP 5'UTR luciferase, SH-SY5Y cells; inhibition, % at 2 µM; AID 1285, 2008; SH-SY5Y APP 5'UTR-luciferase reporter, luminescence; 190,000 compounds, 0.82% hits;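 active = inhibition above a set limit, derived from the sample mean plus 3 SD, cut at about 45% in these data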; note: values of inactives mirror those of a sister screen read the other way
STAT1 act: STAT1 signaling activators, primary screen, cell-based, HTS, luciferase reporter | 200,000 compounds, 2.6% hits | NIH 3T3 STAT1-luciferase reporter, IFN-gamma, luminescence; 100% = IFN-gamma alone, no compound | AID 932, 2007 | activation (% of control), % at 5.5 µM;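 active = activation above the screen-wide mean activation plus 3 SD, cut at about 130% in these data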;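 note: raw ratio to IFN-gamma control signal so 100% means no change and 0% no light; values of inactives mirror those of a sister screen read the other way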
Diaph inh CS: diaphorase inhibitors and chemical oxidizers, primary screen, counter-screen for diaphorase-coupled primary assays, biochemical, uHTS, resorufin fluorescence. 190,000 compounds, 0.69% hits. diaphorase resazurin-to-resorufin fluorescence, NADH, 16 min; bacterial (C. kluyveri) enzyme, not human. inhibition, % at 20 µM;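 active = primary screen inhibition at 20 µM above a set limit, cut at about 50% in these data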;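 note: plate controls were DMSO with full reaction for no effect and wells lacking NADH for full effect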
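Assay system: diaphorase enzyme from Clostridium kluyveri; Input: enzyme working solution with 0.14 U/mL diaphorase; Timing: 16 min at room temperature; Technique: resorufin fluorescence, excitation 544 nm, emission 590 nm; Benchmarks: positive control minus NADH, DMSO neutral control.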
Diaphorase act: compounds boosting diaphorase resazurin reduction – biochemical, uHTS, resorufin fluorescence, counter-screen for diaphorase-coupled primary assays, primary screen | 190,000 compounds, 0.005% hits | Diaphorase/resazurin coupled assay, 16 min; stronger effect = higher value; 1 = vehicle wells, 0 = NADH-free wells | activation factor at 20 µM;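 active = diaphorase activity raised at least twofold by the compound at 20 µM; inactive = activation factor below 2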
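Material: purified diaphorase enzyme from Clostridium kluyveri; Also added: 0.114 mM NADH and 0.1 mM resazurin, final amounts; Doses: single compound dose of 20 µM, 1% DMSO final; Times: 16 min enzyme reaction, ambient temperature; Detection: resorufin fluorescence, excitation 544 nm, emission 590 nm; Measure: increased resorufin signal from activators or reducing compounds.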
FLuc inh counter: firefly luciferase enzyme inhibitors, primary screen, artefact control for luciferase-based inhibitor screens, biochemical, luminescence, ATPLite; Luciferin 4-monooxygenase (Photinus pyralis), P08659; 10 min; inhibition, % at 10 µM; 200,000 compounds, 1.5% hits; AID 1006, 2008;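 active = inhibition above about 50% when tested at 10 µM, limit read from the data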
G6PDH CS: L. mesenteroides G6PDH inhibitors, counter-screen for G6PDH-coupled screening assays, biochemical, Leuconostoc mesenteroides enzyme; glucose-6-phosphate dehydrogenase [Leuconostoc mesenteroides]; Purified L. mesenteroides G6PDH, diaphorase/resazurin coupled fluorescence, 45 min; inhibition, % at 5 µM; 200,000 compounds, 0.12% hits; AID 1020, 2008; in the data active = inhibition above about 50%
TLR4 MyD88 comp: inhibitors of TLR4-MyD88 association in cells, primary screen, cell-based, HeLa CL3-4, BLA complementation, FRET ratio. Toll-like receptor 4 (Homo sapiens) + Myeloid differentiation primary response protein …. HeLa CL3-4 TLR4/MyD88 BLA complementation. inhibition, % at 8.4 µM. 200,000 compounds, 0.18% hits; in the data active = inhibition above about 25%;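 note: 0% = vehicle and 100% = reference inhibitor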
Target sequence (O00206 whole entry, looked up): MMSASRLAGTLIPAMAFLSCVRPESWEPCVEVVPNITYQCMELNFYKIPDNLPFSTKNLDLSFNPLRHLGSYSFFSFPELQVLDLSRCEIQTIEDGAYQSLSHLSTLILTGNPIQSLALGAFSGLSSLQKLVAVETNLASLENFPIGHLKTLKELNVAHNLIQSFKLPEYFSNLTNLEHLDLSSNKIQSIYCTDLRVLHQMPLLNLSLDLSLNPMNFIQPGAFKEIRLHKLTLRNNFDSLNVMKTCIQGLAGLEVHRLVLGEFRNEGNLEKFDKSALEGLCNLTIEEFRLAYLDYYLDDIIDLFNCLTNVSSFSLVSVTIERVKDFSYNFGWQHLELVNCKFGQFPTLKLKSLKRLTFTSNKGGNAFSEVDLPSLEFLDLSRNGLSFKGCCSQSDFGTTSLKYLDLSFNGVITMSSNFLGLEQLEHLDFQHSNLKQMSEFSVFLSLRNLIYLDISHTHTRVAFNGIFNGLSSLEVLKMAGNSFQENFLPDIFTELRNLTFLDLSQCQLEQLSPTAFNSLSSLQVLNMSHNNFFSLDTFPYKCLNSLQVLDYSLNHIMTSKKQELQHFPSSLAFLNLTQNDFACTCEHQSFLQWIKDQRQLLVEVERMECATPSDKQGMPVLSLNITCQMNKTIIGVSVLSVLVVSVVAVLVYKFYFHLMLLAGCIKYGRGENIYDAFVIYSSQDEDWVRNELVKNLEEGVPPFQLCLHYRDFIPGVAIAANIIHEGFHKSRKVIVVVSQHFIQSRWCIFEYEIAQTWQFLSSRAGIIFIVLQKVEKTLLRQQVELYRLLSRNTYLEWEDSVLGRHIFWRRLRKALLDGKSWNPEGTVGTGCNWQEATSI
Target sequence (Q99836 whole entry, looked up): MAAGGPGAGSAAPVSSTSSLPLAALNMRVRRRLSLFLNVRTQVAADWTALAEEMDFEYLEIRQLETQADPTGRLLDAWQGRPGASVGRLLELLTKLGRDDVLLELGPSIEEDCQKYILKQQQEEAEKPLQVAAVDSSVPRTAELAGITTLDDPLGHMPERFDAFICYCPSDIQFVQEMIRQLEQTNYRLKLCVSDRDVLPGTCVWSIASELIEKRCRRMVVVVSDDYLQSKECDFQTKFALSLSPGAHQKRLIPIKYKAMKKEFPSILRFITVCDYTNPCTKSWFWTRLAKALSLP
APP 5'UTR act: activators of APP 5'UTR luciferase reporter, primary screen, SH-SY5Y cells; SH-SY5Y APP 5'UTR luciferase reporter, luminescence; zero percent = DMSO vehicle wells; activation, % at 2 µM; 190,000 compounds, 1% hits; AID 1276, 2008;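 active = activation above a set limit, based on mean plus 3 SD of controls, cut at about 140% in these data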; note: values of inactives mirror those of a sister screen read the other way
FLuc stim CS: FLuc activators, initial screening, artefact control for FLuc-dependent activation tests, biochemical, ATPlite luminescence | ATPlite luciferase biochemical, 10 min; 0 = ATP-free wells, 1 = DMSO control | activation factor at 10 µM | 200,000 tested, under 10 active | AID 1027, 2008;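 active = luciferase activation factor, scaled between plate controls, of at least 2 with compound at 10 µM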
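Material: Luciferase/luciferin reagent mix | Doses: Test compounds dosed from 2 mM stocks in 100% DMSO | Timing: 10 min incubation after luciferase reagent addition, room temperature | Measured by: Luminescence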
NF-kB expr up: activators of NF-kB expression in neurons, primary screen, cell-based, HTS. 190,000 compounds, 1.6% hits. fold change at 12.5 µM. human neuronal cells, NF-kB reporter expression; stronger effect = higher value; in the data active = fold change above about 3.3
* marks the source's active call; other numbers are inactive results; · = not tested or not shown. Hits appear at their usual frequency; about 5.6% have a hit in one of these screens.

SMILES	APP transl inh	STAT1 act	Diaph inh CS	Diaphorase act	FLuc inh counter	G6PDH CS	TLR4 MyD88 comp	APP 5'UTR act	FLuc stim CS	NF-kB expr up
COc1ccccc1-n1c(C)nc(=O)c(-c2ccccc2)c1C	-13.7	99.0	4.5	1	-3.8	17.6	4.1	13.7	1	1.15
CC1Cc2ccccc2N1S(=O)(=O)c1cccc(C(=O)OCC(=O)NC2CCS(=O)(=O)C2)c1 (stereo unspecified)	-10.2	92.6	-1.2	1	2.7	2.9	-5.8	10.2	1	1.32
CC(C)COP(=O)(c1ccc(N(C)C)cc1)C(O)c1ccncc1 (stereo unspecified)	-2.0	98.5	14.3	0.9	-2.3	18.0	-2.1	2.0	1	1.07
O=C1C=CC(=O)N1CCCCCCN1C(=O)C=CC1=O	94.6*	119.5	1.9	1	3.5	-6.7	-5.2	-94.6	1	0.78
CCOC(=O)N1CCC(n2c(=S)[nH]c3cc(OC)c(OC)cc3c2=O)CC1	13.9	93.4	21.3	0.8	-8.3	-44.7	-11.3	-13.8	1.1	0.9
CC1(C)C2CCC1(C)C(OC(=O)CSc1nc(N)cc(=O)[nH]1)C2 (stereo unspecified)	-15.9	110.1	12.5	0.9	-18.3	6.9	0.3	15.9	1.2	1.07
Cc1ccc(CNC(=O)Cc2noc3ccccc23)cc1	-104.0	100.1	1.0	1	40.7	-5.0	8.4	104.0	0.6	2.79
COc1ccc([N+](=O)[O-])cc1NC(=O)C1(c2ccccc2)CCOCC1	10.6	95.5	-7.4	1.1	-8.9	7.4	-6.2	-10.6	1.1	1.11
O=C(O)CC1(c2ccccc2)C(=O)c2ccccc2C1=O	41.9	99.9	4.1	1	3.1	12.9	-8.0	-27.9	1	1.15
Cc1ccc(S(=O)(=O)N2CCC(=O)N(C(CO)Cc3ccccc3)CC2)cc1 (stereo unspecified)	7.4	107.0	10.0	0.9	-9.7	11.4	2.7	-7.4	1.1	0.9

Retrieved by structure from above, 2 records:
SMILES	APP transl inh	STAT1 act	Diaph inh CS	Diaphorase act	FLuc inh counter	G6PDH CS	TLR4 MyD88 comp	APP 5'UTR act	FLuc stim CS	NF-kB expr up
O=C1C=CC(=O)N1CCCCCCN1C(=O)C=CC1=O	94.6*	119.5	1.9	1	3.5	-6.7	-5.2	-94.6	1	0.78
CC1Cc2ccccc2N1S(=O)(=O)c1cccc(C(=O)OCC(=O)NC2CCS(=O)(=O)C2)c1 (stereo unspecified)	-10.2	92.6	-1.2	1	2.7	2.9	-5.8	10.2	1	1.32

Next section:
SMILES	APP transl inh	STAT1 act	Diaph inh CS	Diaphorase act	FLuc inh counter	G6PDH CS	TLR4 MyD88 comp	APP 5'UTR act	FLuc stim CS	NF-kB expr up
COCCNC(=O)c1cc2cc(Br)cc(OC)c2oc1=O	10.5	97.1	2.4	1	-7.8	-3.0	1.8	-10.5	1.1	1.02
Cc1cccc(-n2cnc(C(=O)N/N=C/c3ccccc3)c2)n1	7.6	109.8	12.7	0.9	-1.3	-4.1	9.6	-7.6	1	1.18
Cc1ccccc1C1=NC(c2ccc(F)cc2F)ON1 (stereo unspecified)	-36.4	111.4	11.2	0.9	3.8	1.5	10.8	36.4	1	2.71
CCN(CC)S(=O)(=O)c1ccc(N2CCCC2)c(C(=O)Nc2ccc(OC)c(Cl)c2)c1	17.6	99.8	21.0	0.8	-3.0	2.1	0.4	-17.6	1	1.15
CCC(Oc1ccc(C)c(C)c1)C(=O)O (stereo unspecified)	-13.2	102.4	21.8	0.8	-8.1	3.1	1.1	13.2	1.1	1.12
COC(=O)Cc1ccc(OCc2ccc(Cl)nc2)cc1	-65.8	127.5	16.1	0.8	15.6	15.9	-6.6	65.8	0.8	1.97
CN1CCC(N(C)C(=O)Cc2ccccc2[N+](=O)[O-])CC1	6.8	103.8	5.0	0.9	0.9	-4.0	5.1	-6.8	1	·
COc1cc(C(=O)N(Cc2ccc(F)cc2)C2CCS(=O)(=O)C2)cc(OC)c1OC (stereo unspecified)	-1.5	100.0	22.2	0.8	-7.2	3.8	9.4	1.5	1.1	1.08
CCOC(=O)N1CCC(N(CCN(C)C)C(=S)Nc2cccc(Cl)c2C)CC1	-25.9	92.9	7.1	0.9	2.8	7.7	-0.5	25.9	1	1.03
COc1cccc(C(=O)COc2ccc3c(C)c(Cc4ccccc4)c(=O)oc3c2C)c1	1.8	99.0	-3.5	1	-8.8	6.3	-10.4	-1.8	1.1	1.13
CCn1cc(Cl)c(C(=O)Nc2nc3ccccc3n2CCN2CCCCC2)n1	-18.2	100.4	2.8	1	-3.4	3.5	-10.6	18.2	1	1.45
CCOc1ccc2nc(N3CCOCC3)nc(C)c2c1	-130.0	154.9*	17.5	0.8	24.2	16.2	11.7	130.0	0.8	3.84*
Cc1cc(C(=O)N2CCCC2C(=O)O)c(C)o1 (stereo unspecified)	5.8	100.5	14.2	0.9	-1.7	11.0	0.8	-5.8	1	0.96
CCOc1ccccc1-n1c(SCC(=O)NC)nnc1-c1ccco1	8.6	102.1	8.8	0.9	-5.6	-1.9	-1.8	-8.6	1.1	0.99
COc1ccc(CCN2C(=O)CC(NCc3ccc4c(c3)OCO4)C2=O)cc1OC (stereo unspecified)	-1.5	103.8	19.8	0.8	-2.9	8.4	-0.8	1.5	1	1.38
CC(C)c1nnc(NC(=O)C2CCCCC2)s1	-16.6	112.3	2.9	1	0.1	8.7	-6.1	16.6	1	1.72
N#Cc1c(N)n(CCc2ccc(F)cc2)c2nc3ccccc3nc12	8.7	112.4	16.8	0.8	-7.7	7.8	-11.7	-8.7	1.1	0.55
CN(C(=O)COC(=O)c1cc(-c2ccccc2Cl)nc2ccccc12)C1CCS(=O)(=O)C1 (stereo unspecified)	24.3	92.7	23.9	0.8	-3.5	-3.9	-18.3	-24.3	1	1.25
CN1CCN(C(=O)c2ccc(C(F)(F)F)cc2)CC1	22.8	98.7	7.1	0.9	-5.8	-7.8	7.3	-22.8	1.1	1.21
O=C(Nc1sc2c(c1C(=O)O)CCC2)c1ccccc1	-6.4	99.3	18.7	0.8	22.8	3.1	2.6	6.4	0.8	1.64
CC1Cc2ccccc2N1C(=O)COC(=O)c1c2c(nc3ccccc13)CCCCC2 (stereo unspecified)	26.1	101.8	15.6	0.8	-4.5	4.3	-4.7	-26.1	1	0.33
COc1cc(NC(=O)c2ccc(S(=O)(=O)N(C)C)cc2)cc(OC)c1OC	1.9	102.0	10.1	0.9	-3.7	5.1	-9.0	-1.9	1	1.1
COc1ccc(C(=O)N(CN2CCCC2=O)c2cc(C)on2)cc1OC	-2.4	101.6	1.5	1	-9.9	3.7	-8.1	2.4	1.1	0.99
COC(=O)C(Cc1ccccc1)NC(=O)COc1ccc(C(C)(C)C)cc1 (stereo unspecified)	34.0	101.3	7.4	0.9	-4.4	0.3	-5.9	-34.0	1	0.8
CC(C)N1CC23C=CC(O2)C(C(=O)OCc2ccccc2)C3C1=O (stereo unspecified)	8.1	110.4	7.4	0.9	-4.0	0.4	-11.1	-8.1	1	1.36
Cc1ccc(-n2c(O)c(C=Nc3ccc4c(c3)OCO4)c3ccccc3c2=O)cc1C	-2.5	101.5	17.9	0.8	0.4	-0.7	-3.9	2.5	1	0.95
Nn1c(SCCOc2ccccc2)nnc1-c1cccnc1	-13.4	94.3	12.0	0.9	-7.3	-0.4	1.4	13.4	1.1	1.28
COc1cccc(C2C3=C(CC(C)(C)CC3=O)OC(N)=C2[N+](=O)[O-])c1 (stereo unspecified)	-2.3	93.1	8.8	0.9	-7.5	7.4	9.8	2.3	1.1	1.24
c1ccc(Cc2nnc(N3CCOCC3)c3ccccc23)cc1	-8.4	97.7	2.5	1	0.3	56.0*	4.6	8.4	1	0.82
Cc1cc(C(=O)CSc2nc3ccccc3o2)c(C)n1C1CC1	-99.4	136.2*	27.6	0.7	-1.1	-40.2	-5.1	99.4	1	2.25
CC(=O)c1cccc(OCC(=O)N2CCN(c3ccc(C(F)(F)F)cn3)CC2)c1	-16.6	92.1	12.1	0.9	-6.7	2.1	-16.7	16.6	1.1	1.03
O=C(CSc1ccc2nnc(-c3cccc(F)c3)n2n1)N1CCCc2ccccc21	10.1	102.5	16.2	0.8	3.8	-29.3	-5.5	-10.1	1	0.59
COc1ccc(Br)cc1/C(C)=N/NC1=NCCN1	12.7	84.4	4.2	1	-6.8	13.9	6.1	-12.7	1.1	0.83
CCc1nc(NCCN2CCOCC2)c2oc3ccccc3c2n1	7.2	96.3	21.3	0.8	-1.6	6.5	-11.3	-7.2	1	1.02
O=c1c(Cl)c(NC2CC2)cnn1-c1ccccc1	-36.3	108.1	3.4	1	3.4	2.9	3.6	36.3	1	1.2
O=C(OCC(=O)N1CCc2ccccc2C1)c1ccc(N2CCOCC2)c([N+](=O)[O-])c1	-9.8	95.2	17.4	0.8	-5.5	-26.9	4.5	9.8	1.1	0.89
Cn1nc(C(F)(F)F)c2cc(NC(=O)OCc3ccc(C(C)(C)C)cc3)sc21	-18.3	103.6	18.9	0.8	-5.7	1.5	6.6	18.3	1.1	1.01
CCOC(=O)N1CCN(C(=O)/C(=C/c2cccs2)NC(=O)c2cccs2)CC1	-13.7	107.7	-7.2	1.1	-4.4	4.3	-1.8	13.7	1	0.94
CCCCOC(=O)CSc1nnc(N)s1	-1.1	106.8	12.0	0.9	-3.4	6.1	6.2	1.1	1	1.27
C=CCc1cccc2cc(C(=O)OCC(=O)c3ccccc3)c(=O)oc12	14.8	100.9	9.5	0.9	1.2	4.6	-1.5	-14.8	1	1.05
NC(=O)c1cc(S(=O)(=O)Nc2cccc(F)c2)co1	-4.2	97.2	22.3	0.8	-4.0	0.6	7.4	4.2	1	1.27
CC(=O)Nc1ccc(N(C(=O)CNC(=O)c2cccs2)C(C(=O)NC(C)(C)C)c2ccccc2)cc1 (stereo unspecified)	-25.1	109.4	·	·	-5.1	11.8	-3.3	25.1	1.1	1.11
